M4 ag: agonists of human muscarinic M4 receptor (CHRM4). CHO-K1 hM4/Gqi5, Fluo-8 calcium fluorescence; vehicle 0%, full acetylcholine response 100%. P08173. 0.14% of 360,000 active. activation, % at 3 µM;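 active means activation above the run mean over all test wells plus 3 SD, cut at about 32% in these data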;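 further: peak over basal fluorescence ratio per well then scaled between controls; 0% = DMSO wells and 100% = acetylcholine at EC100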
Target sequence (P08173 whole entry, looked up): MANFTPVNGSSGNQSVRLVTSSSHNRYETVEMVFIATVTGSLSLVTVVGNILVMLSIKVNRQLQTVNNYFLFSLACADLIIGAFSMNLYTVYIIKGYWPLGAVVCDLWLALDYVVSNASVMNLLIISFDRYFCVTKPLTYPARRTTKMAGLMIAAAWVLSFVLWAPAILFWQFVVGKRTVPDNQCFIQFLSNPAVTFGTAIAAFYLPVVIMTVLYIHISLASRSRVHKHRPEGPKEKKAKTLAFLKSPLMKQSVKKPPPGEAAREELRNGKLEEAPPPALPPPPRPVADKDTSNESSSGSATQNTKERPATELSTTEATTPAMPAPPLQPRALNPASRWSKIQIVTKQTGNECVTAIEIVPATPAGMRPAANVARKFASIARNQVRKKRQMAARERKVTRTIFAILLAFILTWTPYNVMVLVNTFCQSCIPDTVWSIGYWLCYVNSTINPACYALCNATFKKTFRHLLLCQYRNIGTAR
M1 antag: human CHRM1 antagonism. 1.3% of 360,000 active. CHO-K1 hM1, Fluo-8 calcium fluorescence, ACh EC80 antagonist. inhibition, % at 3 µM. P11229. AID 588852;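 active means percent inhibition above its own plate's cutoff, namely the mean of that plate's compound wells plus 3 SD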;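 further: peak over basal fluorescence ratio during 140 s after agonist addition; 0% = ACh EC80 plus DMSO and 100% = DMSO alone without agonist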
Target sequence (P11229 whole entry, looked up): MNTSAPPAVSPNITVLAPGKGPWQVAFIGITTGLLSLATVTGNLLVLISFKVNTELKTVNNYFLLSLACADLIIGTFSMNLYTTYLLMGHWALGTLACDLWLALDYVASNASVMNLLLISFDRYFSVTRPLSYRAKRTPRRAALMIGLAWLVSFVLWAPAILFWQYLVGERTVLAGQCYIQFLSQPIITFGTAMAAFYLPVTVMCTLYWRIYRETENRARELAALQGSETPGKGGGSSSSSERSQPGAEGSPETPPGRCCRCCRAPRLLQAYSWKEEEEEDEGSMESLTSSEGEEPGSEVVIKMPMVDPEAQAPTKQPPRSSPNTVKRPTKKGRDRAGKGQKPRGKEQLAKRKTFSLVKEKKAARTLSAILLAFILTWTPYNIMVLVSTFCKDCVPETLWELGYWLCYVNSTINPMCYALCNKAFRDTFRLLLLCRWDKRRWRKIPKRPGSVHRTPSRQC
CHRM5 antagonist: blocks acetylcholine activation of human M5 receptor; CHO-hM5 cells, Fluo-8 calcium fluorescence, ACh EC80; 0.59% of 360,000 active; inhibition, % at 3 µM; AID 624040;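 active means inhibition above a per-plate cutoff, the mean of that plate's test compounds plus 3 SD, cut at about 27% in these data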;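 further: 0% = acetylcholine EC80 with DMSO and 100% = DMSO without agonist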
M5 PAM: positive allosteric modulators of human muscarinic M5 receptor; 0.3% of 360,000 active; CHO-K1 hM5, Fluo-8 calcium, ACh EC20 PAM; 0% = ACh EC20, 100% = ACh EC100; P08912; activation, % at 3 µM;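 active means activation above the run cutoff, the mean activation of all test compounds plus 3 SD, cut at about 18% in these data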
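Assay system: CHO-K1 hM5 cells / Incubation: Fluo-8 loading 80 min at 37 °C plus 30 min room temperature / Technique: Fluo-8 calcium dye fluorescence, kinetic read / Repeats: single replicate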
CRFR2-BP ag: CRF-BP/CRF-R2 complex agonism. HEK293 CRF-R2/CRF-BP, calcium dye fluorescence (FLIPR); percent of saturating CRF peptide response. activation, % at 13.2 µM. 0.46% of 350,000 active;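 active means activation of at least 50%, plus an integration ratio under a set limit after plate pattern correction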;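 further: plate controls were neutral control wells without compound for no effect and CRF at EC100 for full effect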
M4 PAM: potentiates acetylcholine response at human M4 receptor | 0.4% of 360,000 active | CHO-K1 hM4/Gqi5, Fluo-8 calcium fluorescence, ACh EC20; 0% = ACh EC20, 100% = maximal ACh | activation, % at 3 µM | AID 624126;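 active means activation above its plate's cutoff, the mean activation of sample wells plus 3 SD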; further: some results filed as inactive read as strong as hits
CHRM1 PAM: positive allosteric modulators of human M1 muscarinic receptor | CHO-K1 hM1, Fluo-8 calcium fluorescence, ACh EC20; 0% = ACh EC20, 100% = maximal ACh | P11229 | activation, % at 3 µM | 0.088% of 360,000 active | AID 588819; in the data active means activation above about 19%, passing the limit was not always enough
M5 ag: agonists of human muscarinic M5 receptor (CHRM5) | P08912 | CHO-K1 hM5 cells, Fluo-8 calcium fluorescence; 0% DMSO wells, 100% maximal acetylcholine response | activation, % at 3 µM | 0.19% of 360,000 active | AID 624037;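 active means activation above the run's mean over test compounds plus 3 SD, cut at about 23% in these data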;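 further: signal is peak over basal fluorescence ratio across the kinetic read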
CHRM4 antagonist: blocks acetylcholine activation of human M4 receptor; P08173; CHO-hM4 cells, ACh EC80, Fluo-8 calcium fluorescence; inhibition, % at 3 µM; 0.73% of 360,000 active;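 active means inhibition above its plate's cutoff, the mean inhibition of sample wells plus 3 SD, cut at about 27% in these data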;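 further: 0% = acetylcholine EC80 with DMSO and 100% = DMSO without agonist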
Numbers without * were called inactive; . = no result given.

Preview (4 entries):
1) CN(CC(=O)Nc1cccc(F)c1)C(=O)CCC1CCCCC1
2) Cc1nc2cc(NC(=O)N3CCC(c4ccccc4)C3)ccc2n1C (centres undefined)
3) CCC(CC)NC(=O)Cc1ccc(S(=O)(=O)N2CCOCC2)s1
4) O=C(Nc1ncccc1O)c1ccc(S(=O)(=O)N2CCCC2)cc1

entry no.,1,2,3,4
M4 ag,1.9,0.1,1.5,0.1
M1 antag,-12.0,-11.5,0.2,1.3
CHRM5 antagonist,-5.9,0.0,-2.4,2.5
M5 PAM,7.2,8.0,0.7,5.2
CRFR2-BP ag,-1.0,1.7,2.8,-1.3
M4 PAM,17.8*,-0.4,0.2,3.4
CHRM1 PAM,11.4,7.0,-0.3,9.4
M5 ag,1.1,-1.3,-2.5,3.4
CHRM4 antagonist,-3.2,-3.4,-7.4,0.7

The listing, repeating the preview:
1) CN(CC(=O)Nc1cccc(F)c1)C(=O)CCC1CCCCC1
2) Cc1nc2cc(NC(=O)N3CCC(c4ccccc4)C3)ccc2n1C (centres undefined)
3) CCC(CC)NC(=O)Cc1ccc(S(=O)(=O)N2CCOCC2)s1
4) O=C(Nc1ncccc1O)c1ccc(S(=O)(=O)N2CCCC2)cc1
5) CC(=O)Nc1ccccc1OCC(=O)NC(C)c1ccc(F)cc1 (centres undefined)

entry no.,1,2,3,4,5
M4 ag,1.9,0.1,1.5,0.1,3.1
M1 antag,-12.0,-11.5,0.2,1.3,-4.4
CHRM5 antagonist,-5.9,0.0,-2.4,2.5,4.2
M5 PAM,7.2,8.0,0.7,5.2,-1.8
CRFR2-BP ag,-1.0,1.7,2.8,-1.3,-0.7
M4 PAM,17.8*,-0.4,0.2,3.4,2.7
CHRM1 PAM,11.4,7.0,-0.3,9.4,5.9
M5 ag,1.1,-1.3,-2.5,3.4,3.8
CHRM4 antagonist,-3.2,-3.4,-7.4,0.7,2.1

6) COc1ccc(C(O)(C(=O)NNc2ccc(C)cc2)c2cccs2)cc1 (centres undefined)
7) Cc1ccc(O)c(NC(=O)/C=C/C(=O)O)c1
8) O=C(Cn1cc([N+](=O)[O-])cn1)NCc1ccccc1Cl
9) CNc1cncc(-c2ccc(OC)cc2)n1
10) Cc1c(COc2ccc3ccccc3c2)nnn1CC(=O)NS(=O)(=O)c1ccccc1C(F)(F)F

entry no.,6,7,8,9,10
M4 ag,0.1,1.8,1.0,0.6,0.0
M1 antag,10.1,-5.8,6.0,-11.7,-9.5
CHRM5 antagonist,2.9,2.8,15.1,0.4,4.8
M5 PAM,-2.1,-2.8,-8.2,0.0,-3.0
CRFR2-BP ag,2.0,3.1,-0.5,.,.
M4 PAM,24.5,-4.2,-4.9,2.5,8.6
CHRM1 PAM,9.2,5.3,-0.8,8.0,14.2
M5 ag,1.6,-4.9,-2.3,-0.2,0.2
CHRM4 antagonist,-4.0,-0.1,-9.4,-0.7,-8.7

11) C/C(=N\NC(=S)NCCc1ccccc1)c1ccc(O)cc1O
12) NC(c1csc(Nc2nncc3ccccc23)n1)c1ccccc1Cl (centres undefined)
13) COC(=O)c1oc2ccc(OC)cc2c1N
14) COc1cc(/C=C/c2ccc3cccc(O)c3n2)ccc1O
15) O=C(c1cccn2c(=O)c3cc(Br)ccc3nc12)N1CCN(c2ccccn2)CC1

entry no.,11,12,13,14,15
M4 ag,0.9,14.1,1.6,10.5,-0.4
M1 antag,-4.1,2.5,-0.6,7.3,-9.9
CHRM5 antagonist,-2.3,3.6,-2.3,13.7,-0.3
M5 PAM,-3.0,10.1,-2.5,-11.6,-2.2
CRFR2-BP ag,-1.6,.,-0.1,-0.8,-2.6
M4 PAM,2.0,6.8,7.8,-2.6,-1.0
CHRM1 PAM,1.6,8.3,4.1,-2.0,8.5
M5 ag,-4.0,10.4,-1.4,-4.5,0.1
CHRM4 antagonist,-16.4,8.9,-12.8,5.1,-4.9

16) CC(C)C(=O)N(Cc1ccccc1)c1ccccn1
17) CN(C)S(=O)(=O)c1cccc(NC(=O)c2cc3c(cc2Cl)N2CCCCCC2=NS3(=O)=O)c1
18) O=C(NN1CC(=O)N(c2cc(Cl)cc(Cl)c2)CC1=O)c1sccc1Cl
19) O=C(CS(=O)CC(=O)N(CC(=O)NC1CCCC1)c1ccc2c(c1)OCCO2)Nc1ccc(F)cc1 (centres undefined)
20) CC(=O)N1c2ccc(S(=O)(=O)NCC3CCC(C(=O)NCc4ccccc4)CC3)cc2CC1C (centres undefined)

entry no.,16,17,18,19,20
M4 ag,1.2,0.3,0.8,-0.4,3.1
M1 antag,-6.0,-1.9,2.8,-10.8,1.1
CHRM5 antagonist,1.6,-3.4,4.4,-2.4,2.9
M5 PAM,-1.5,0.9,-7.3,3.0,-3.4
CRFR2-BP ag,4.2,2.3,0.3,1.0,0.1
M4 PAM,-2.7,-5.9,-3.3,1.7,-3.0
CHRM1 PAM,-2.3,-10.2,-0.8,11.6,-4.9
M5 ag,0.0,-2.0,-3.2,-0.4,-5.5
CHRM4 antagonist,3.5,4.0,-0.1,8.3,-2.3

21) CC1CCN(C(=O)CCNC(=O)c2ccccc2Cl)CC1
22) O=C(Cc1c(F)cccc1Cl)Nc1ccccc1C(=O)N1CCOCC1
23) Cc1cc(O)c(C(C)C)cc1C1(c2cc(C(C)C)c(O)cc2C)OC(=O)c2ccccc21
24) O=S(=O)(/N=C(/Nc1ccc(F)cc1F)c1ccc(Cl)cc1)c1ccccc1
25) CN(C)S(=O)(=O)c1ccc(C(=O)NNc2nc(-c3ccccc3)c3cc(Br)ccc3n2)cc1

entry no.,21,22,23,24,25
M4 ag,0.9,0.2,0.8,-0.4,9.3
M1 antag,-5.5,-3.3,-12.3,4.8,16.8
CHRM5 antagonist,-0.1,-0.8,2.3,-0.8,2.7
M5 PAM,5.3,5.7,0.5,-2.6,-4.9
CRFR2-BP ag,-1.0,-1.5,-1.1,-3.8,0.1
M4 PAM,5.0,0.9,0.0,1.3,-11.5
CHRM1 PAM,6.2,4.8,7.2,3.5,-11.1
M5 ag,-2.7,-1.3,-1.9,-3.9,-1.5
CHRM4 antagonist,-1.9,-7.0,10.4,2.5,19.7

26) Cc1ccc(C)c(S(=O)(=O)c2c[nH]c(=S)[nH]c2=O)c1
27) O=C(Nc1ccc(C(=O)NC2CCCCC2)cc1)c1cncc(Br)c1
28) O=C(O)CSc1nnc(-c2ccncc2)n1Cc1ccccc1
29) COc1cccc(C2=NOC(C(=O)Nc3cccc(C(C)=O)c3)C2)c1 (centres undefined)
30) O=c1c(-c2ccccc2)c(O)c2cccc3c2n1CCC3

entry no.,26,27,28,29,30
M4 ag,0.1,1.0,1.6,3.7,0.2
M1 antag,5.9,8.9,-7.4,-4.5,-14.7
CHRM5 antagonist,-3.5,5.2,-3.2,-1.0,-2.8
M5 PAM,-0.2,1.5,-2.0,-1.9,1.7
CRFR2-BP ag,-0.2,-1.3,1.7,2.5,-1.1
M4 PAM,-4.0,0.7,3.4,-4.4,17.3*
CHRM1 PAM,-2.2,-0.9,5.0,0.4,0.1
M5 ag,-1.1,4.9,-1.9,4.3,-2.9
CHRM4 antagonist,8.8,-1.6,-0.8,-1.6,-15.0

31) CCOc1cccc(/C=N/NC(=O)c2cccnc2)c1O
32) CC(C)c1nnc(NC(=O)CC(C)c2ccccc2)s1 (centres undefined)
33) Clc1ccc(C=NC23CN4CN(CN(C4)C2)C3)cc1
34) CCN(C(=O)COC(=O)/C=C/c1cnc2ccccc2n1)C1CCS(=O)(=O)C1 (centres undefined)
35) COc1ccc(CNC(=O)CCC(=O)c2ccc(F)cc2)cc1OC

entry no.,31,32,33,34,35
M4 ag,1.6,-0.3,1.5,9.8,2.6
M1 antag,-14.9,-9.9,-12.1,0.2,-15.2
CHRM5 antagonist,-3.9,15.2,5.4,4.1,-5.7
M5 PAM,-7.4,-0.8,-3.8,-6.8,-2.9
CRFR2-BP ag,-0.2,1.4,-0.9,-0.4,1.5
M4 PAM,2.0,2.1,-0.1,-5.2,5.5
CHRM1 PAM,22.1,2.5,5.5,1.9,3.9
M5 ag,2.7,-3.8,0.4,-0.1,0.2
CHRM4 antagonist,-9.2,-4.5,-1.6,-13.3,-21.4

36) COc1cccc(C2/C(=C(\O)c3ccc(OC)c(OC)c3)C(=O)C(=O)N2c2cc(C)on2)c1 (centres undefined)
37) COc1ccccc1NC(=O)Cn1cnc2c(cnn2-c2ccccc2)c1=O
38) Cc1ccc(CONC(=O)c2cccc(C)c2)cc1
39) Cc1ccc(/C=N/NC(=O)C[n+]2ccccc2)o1
40) CC(=O)Nc1ccc(S(=O)(=O)NCCC(=O)NCCOc2ccccc2)cc1

entry no.,36,37,38,39,40
M4 ag,-0.2,3.4,0.3,0.2,0.0
M1 antag,-16.1,-8.8,-9.7,-3.1,2.9
CHRM5 antagonist,-4.8,0.5,4.5,-0.6,3.7
M5 PAM,7.6,-5.1,-2.3,-0.5,-0.4
CRFR2-BP ag,0.1,-1.2,-0.1,0.2,0.2
M4 PAM,5.8,1.6,3.1,-0.1,-2.5
CHRM1 PAM,9.2,5.0,10.2,5.3,0.6
M5 ag,-4.9,1.6,2.9,-2.4,1.6
CHRM4 antagonist,-2.3,-7.8,2.2,1.2,8.4

41) CC(OC(=O)CNC(=O)c1ccco1)C(=O)N(C)c1ccccc1 (centres undefined)
42) COc1ccc2c(c1)c(=Cc1ccc(N(C)C)cc1)c1cc(-c3ccccc3)[n+](C)n12
43) CSc1ccccc1NC(=O)COC(=O)/C=C/c1ccco1
44) COc1ccccc1NC(=O)N1CCN(C(=O)Nc2ccccc2OC)CC1
45) CCc1cc(C(=O)NCCN(C)C)cs1
46) CC(C)CCn1c(SCC(=O)NC2CCS(=O)(=O)C2)nc2cc(Cl)ccc2c1=O (centres undefined)
47) COCC(O)CSc1c([N+](=O)[O-])nc(C)n1Cc1ccc(OC)c([N+](=O)[O-])c1 (centres undefined)

entry no.,41,42,43,44,45,46,47
M4 ag,1.0,0.4,1.2,1.5,0.4,-0.2,1.2
M1 antag,-0.1,20.5,-9.6,-3.2,-2.5,2.0,9.4
CHRM5 antagonist,-9.0,21.8,5.7,2.7,-5.9,5.8,-1.4
M5 PAM,-8.0,1.9,9.2,-1.7,3.1,-4.0,0.4
CRFR2-BP ag,-0.4,3.3,-4.6,-0.8,2.0,2.5,-1.7
M4 PAM,-5.8,1.1,3.6,8.6,0.1,2.3,9.1
CHRM1 PAM,4.2,-0.9,4.4,3.1,4.6,-0.9,0.5
M5 ag,-4.9,-0.4,-4.5,1.7,0.8,1.5,1.3
CHRM4 antagonist,-0.6,11.6,-6.8,-5.8,-3.6,1.1,-7.2

From PubChem
